# Screens (PubChem)
# S1P4 agonist – human S1P4 receptor agonism; O95977; S1P4-expressing cell line, agonist reporter assay; activation, % at 4.98 µM; 220,000 tested, 0.35% active; AID 1509; in the data active = activation above about 11%;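 also: 0% = DMSO vehicle and 100% = reference agonist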
# S1P4 antag – human S1P4 receptor antagonism; inhibition, % at 4.98 µM; O95977; 220,000 tested, 0.26% active; S1P4-expressing cells, antagonist mode, reporter read-out; AID 1510; in the data active = inhibition above about 29%;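 also: 0% = wells stimulated with agonist and 100% = vehicle wells without agonist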
# NPY2 pot ag – human NPY-Y2 potentiation or agonism, primary screen; cells expressing NPY-Y2, potentiator/agonist read-out; 220,000 tested, 0.45% active; activation, % at 3.6 µM; AID 1359; in the data active = activation above about 27%;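 also: cells stimulated with NPY near EC25 plus isoproterenol at EC100; 0% = vehicle plus submaximal agonist and 100% = vehicle plus saturating agonist; some results beyond the cut were filed as inactive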
# NPY-Y1 PAM-ag – potentiators or agonists of human neuropeptide Y receptor Y1; P25929; NPY-Y1 expressing cells, potentiator/agonist activation; activation, % at 3.6 µM; 220,000 tested, 0.37% active; in the data active = activation above about 33%, passing the limit was not always enough;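 also: cells stimulated with NPY at EC10 then isoproterenol at EC100; 0% = low agonist plus stimulus and 100% = saturating agonist plus stimulus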
# p97 inhibitor – inhibitors of human p97 ATPase | recombinant p97 ATPase, Kinase-Glo ATP luminescence, 3 h | inhibition, % at 8 µM | 220,000 tested, 0.42% active | AID 1481; in the data active = inhibition above about 15%;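 also: 0% = DMSO vehicle and 100% = wells lacking enzyme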
# NPY-Y1 antag – NPY-Y1 (human) receptor antagonism | P25929 | 200,000 tested, 1% active | inhibition, % at 3.6 µM | HEK293-CNG Y1 cells, membrane potential fluorescence; NPY at EC95, then isoproterenol | AID 1040;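 active = inhibition above the campaign mean inhibition of all tested compounds plus 3 SD, cut at about 20% in these data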;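 also: 0% = DMSO wells given NPY plus isoproterenol and 100% = isoproterenol alone without NPY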
#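 Material: HEK293 cells co-expressing NPY Y1 receptor and cyclic-nucleotide gated channel. Timing: compound incubation 1 h at room temperature, readout 45 min post-stimulation. Signal: fluorescence, membrane potential probe.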
# eIF4E 4G PPI – blocks eIF4E binding to eIF4G; inhibition, % at 21.7 µM; 220,000 tested, 0.37% active; P63073+Q04637; TR-FRET eIF4E-eIF4GI(517-606) binding, 2 h;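 active = inhibition above about 30%, limit read from the data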;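 also: 0% = full FRET control wells and 100% = background wells lacking eIF4GI fragment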
# Target sequence (P63073 whole entry, looked up, the tested form may be a part): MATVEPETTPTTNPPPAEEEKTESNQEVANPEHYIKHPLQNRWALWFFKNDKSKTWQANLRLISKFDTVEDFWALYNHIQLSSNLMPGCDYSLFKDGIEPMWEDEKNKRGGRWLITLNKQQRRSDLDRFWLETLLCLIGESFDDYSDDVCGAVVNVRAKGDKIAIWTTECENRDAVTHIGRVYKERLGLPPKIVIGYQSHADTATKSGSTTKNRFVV
# Target sequence (Q04637 whole entry, looked up, the tested form may be a part): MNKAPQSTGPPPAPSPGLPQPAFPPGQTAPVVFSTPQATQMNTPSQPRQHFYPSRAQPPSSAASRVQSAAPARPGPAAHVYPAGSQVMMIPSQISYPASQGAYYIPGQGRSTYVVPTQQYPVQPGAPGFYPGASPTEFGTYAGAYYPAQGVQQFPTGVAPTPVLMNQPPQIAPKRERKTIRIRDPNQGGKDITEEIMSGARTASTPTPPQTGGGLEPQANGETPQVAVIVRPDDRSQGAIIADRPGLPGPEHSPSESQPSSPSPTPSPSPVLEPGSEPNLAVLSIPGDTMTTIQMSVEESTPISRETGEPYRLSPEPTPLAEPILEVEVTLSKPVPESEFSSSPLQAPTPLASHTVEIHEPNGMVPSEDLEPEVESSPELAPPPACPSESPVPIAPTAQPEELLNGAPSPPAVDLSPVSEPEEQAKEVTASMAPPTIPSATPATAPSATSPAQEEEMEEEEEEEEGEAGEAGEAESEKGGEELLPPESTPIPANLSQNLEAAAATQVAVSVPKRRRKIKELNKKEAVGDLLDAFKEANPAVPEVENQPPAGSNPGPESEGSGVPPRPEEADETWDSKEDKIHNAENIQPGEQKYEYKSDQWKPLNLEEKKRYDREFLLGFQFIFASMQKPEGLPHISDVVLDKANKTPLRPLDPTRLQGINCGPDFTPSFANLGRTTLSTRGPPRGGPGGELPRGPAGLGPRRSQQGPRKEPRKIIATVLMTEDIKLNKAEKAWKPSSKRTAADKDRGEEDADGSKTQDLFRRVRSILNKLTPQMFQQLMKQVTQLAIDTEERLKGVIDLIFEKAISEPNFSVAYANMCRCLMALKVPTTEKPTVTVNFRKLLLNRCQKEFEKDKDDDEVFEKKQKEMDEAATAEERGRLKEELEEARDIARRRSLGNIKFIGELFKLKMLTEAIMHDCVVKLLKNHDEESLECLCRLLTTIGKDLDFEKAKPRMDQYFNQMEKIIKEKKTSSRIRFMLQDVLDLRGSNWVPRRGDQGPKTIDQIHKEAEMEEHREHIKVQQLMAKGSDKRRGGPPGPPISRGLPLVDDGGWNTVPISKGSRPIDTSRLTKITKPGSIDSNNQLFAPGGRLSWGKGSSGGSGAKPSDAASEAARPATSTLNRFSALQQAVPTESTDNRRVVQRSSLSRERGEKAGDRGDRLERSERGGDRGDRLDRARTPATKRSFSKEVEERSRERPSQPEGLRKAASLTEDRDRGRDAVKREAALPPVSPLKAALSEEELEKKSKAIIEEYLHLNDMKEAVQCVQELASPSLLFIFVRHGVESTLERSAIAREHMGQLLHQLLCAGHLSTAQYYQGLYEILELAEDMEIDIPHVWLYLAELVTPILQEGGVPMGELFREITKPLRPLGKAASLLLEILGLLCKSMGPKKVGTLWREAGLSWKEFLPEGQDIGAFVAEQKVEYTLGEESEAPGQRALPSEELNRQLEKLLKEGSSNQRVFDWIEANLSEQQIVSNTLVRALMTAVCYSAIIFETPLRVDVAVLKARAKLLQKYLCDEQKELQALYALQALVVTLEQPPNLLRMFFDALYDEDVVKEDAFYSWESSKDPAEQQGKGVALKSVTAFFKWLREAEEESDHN
# PGE2 EP2 inh – blocks the human prostaglandin E2 receptor EP2. P43116. C6 glioma cells expressing human EP2, cAMP TR-FRET; cells stimulated with saturating PGE2. inhibition, % at 25 µM. 260,000 tested, 0.52% active. AID 1422;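 active = percent inhibition above 40 after rounding to a whole number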;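 also: rat C6 glioma host cells with rolipram phosphodiesterase inhibitor present; the protocol text gives 20 µM as final concentration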
# EP2 modulator – modulates human prostaglandin E2 receptor EP2 signaling. P43116. EP2-expressing cells, cAMP HTRF FRET, PGE2 co-stimulation. induction, % at 25 µM. 260,000 tested, 0.83% active. AID 940;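 active = compounds whose cAMP rise, as percent of the full-agonist control response, exceeds 60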;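 also: rat C6 glioma line stably carrying human EP2 under a CMV promoter; the protocol text gives 20 µM as final concentration; 100% = response of wells given 1 µM PGE2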
# Starred values were filed as active, the others as inactive; . = not tested or not shown; & = joins results of further samples; [ ] = dose if it differs, or a comment. The list is partial, so the mix of outcomes need not match the whole.
Compound	S1P4 agonist	S1P4 antag	NPY2 pot ag	NPY-Y1 PAM-ag	p97 inhibitor	NPY-Y1 antag	eIF4E 4G PPI	PGE2 EP2 inh	EP2 modulator
CCC(C)NCCOCCOc1ccc(Cl)c(C)c1C (configuration not stated)	0.1	-10	1	-15	1	2	-5	14	-45
Cc1ccccc1NC(=O)C1Cc2ccccc2C(=O)O1 (configuration not stated)	-0.8	-15	10	-28	4	0	2	10	19
Cc1ccc(-c2nnn(C(C)C(=O)N3c4ccccc4CCc4ccccc43)n2)cc1 (configuration not stated)	-0.8	11	7	5	-1	15	-3	11	49
CCOC(=O)Cc1csc(NC(=S)NC(=O)c2ccc(C)cc2)n1	0.2	-15	4	-20	2	-4	-3[fluorescence artefact?]	4	12
O=[N+]([O-])c1ccc(Cl)c(CN2CCC(O)CC2)c1	-0.2	-28	2	-2	2	0	1	4	24
CC1CCCCN1C(=O)c1cc(Cl)ccc1[N+](=O)[O-] (configuration not stated)	0.9	-3	2	9	1	0	16	4	8
O=C1CCNc2c(Cl)cccc21	-0.4	-2	-5	12	6	.	-2	12	-12
CCc1cccc(Nc2cc(C)nc3nc(C)nn23)c1	-0.1	-12	9	-2	-1	3	0	1	-4
CCCc1c(C(=O)OCC)sc(N)c1C#N	-2.2	-15	-15	-9	-1	8	0	7	-3
Nc1nc2cc(S(=O)(=O)NC3=NCCCCC3)ccc2s1	-0.1	-2	-1	4	-4	.	-15	3	4
CC(C)(C)N=C1SCC(C)(/C=N/O)S1 (configuration not stated)	-0.2	-9	-8	5	-2	0	9	10	5
CC(=O)Nc1ccc(S(=O)(=O)N2CCSC2c2ccccc2Cl)cc1 (configuration not stated)	-0.1	-1	20	7	6	-6	1	15	-15
Cc1ccc(CC(=O)N/N=C/c2ccc(OC(=O)c3ccc([N+](=O)[O-])cc3)cc2)cc1	-1.1	-10	10	-3	7	0	-1	10	6
CCOC(=O)c1[nH]c2ccccc2c1NC(=O)CN1CCCCC1	-0.5	-11	-3	-9	1	-3	2	11	16
CCn1c(SCC(=O)Nc2ccc3c(c2)OCCO3)nc2c(c1=O)SC(C)C2 (configuration not stated)	-0.5	8	8	4	5	-4	-1	.	-36
Cc1ccc(O)c(-c2cc(C(=O)NCc3ccccc3)[nH]n2)c1	2.2	-1	4	-13	6	1	2	11	-58
CCOc1cccc(NC(=O)Cn2nc(-c3ccc4c(c3)OCCO4)ccc2=O)c1	1.8	-10	-3	0	5	11	3	18	-51
Cc1ccc(CN2CCN(C(=O)CCN3C(=O)c4ccccc4C3=O)CC2)cc1	-0.7	-2	-10	8	3	-2	-1	6	-13
Clc1ccc(OCc2nn3c(-c4ccco4)nnc3s2)c(Cl)c1	-0.1	-11	-8	-10	-3	3	-1	6	5
CCOC(=O)C1CCCN(Cc2c(C(=O)N3CCCCC3)nc3c(C)cccn23)C1 (configuration not stated)	1.4	4	-17	9	-4	2	-3	7	-17
O=C(O)CCN1C(=O)S/C(=C\c2cccnc2)C1=O	-0.1	-10	-9	-11	-2	.	7	7	11
C/C(=N\OC(=O)c1c(-c2c(F)cccc2Cl)noc1C)c1nccs1	1.4	-12	-10	2	-2	-5	6	8	18
COc1cc(S(=O)(=O)N2CCOCC2)ccc1N	0.1	-6	-36	-4	2	7	0	11&8	-3&16
COc1ccc(C2=CC(=O)OC3(CCCCC3)O2)cc1	0.7	-19	1	11	-5	1	0	6	10
Cn1c(=O)c2c(nc(N3CCCCC3)n2C)n(C)c1=O	1.3	-13	-13	-22	6	-1	0	6	4
c1ccc(-c2nnc(-c3cccc(-c4nnc(-c5ccccc5)o4)c3)o2)cc1	-2.0	-25	1	-15	2	2	.	.	.
COC(=O)Nc1nnc(COc2ccccc2)s1	1.5	3	4	7	6	.	0	10	-6
CC(C(=O)NC1=NCCS1)(C(F)(F)F)C(F)(F)F	-0.6	-8	-7	-1	1	0	-3	11	3
O=C1OC2(c3ccccc3)C3CCCC2C13	-0.5	-12	19	-15	4	4	2	2&6	15&1
O=C(/C=C/c1cccs1)c1cc(Br)ccc1OC(=O)N1CCOCC1	-0.2	4	1	-7	0	-7	-2	26	45

# Exported field by field: part of the list above.
c1ccc(-c2nnc(-c3cccc(-c4nnc(-c5ccccc5)o4)c3)o2)cc1
  S1P4 agonist: -2.0	S1P4 antag: -25	NPY2 pot ag: 1	NPY-Y1 PAM-ag: -15	p97 inhibitor: 2	NPY-Y1 antag: 2	eIF4E 4G PPI: .	PGE2 EP2 inh: .	EP2 modulator: .
COC(=O)Nc1nnc(COc2ccccc2)s1
  S1P4 agonist: 1.5	S1P4 antag: 3	NPY2 pot ag: 4	NPY-Y1 PAM-ag: 7	p97 inhibitor: 6	NPY-Y1 antag: .	eIF4E 4G PPI: 0	PGE2 EP2 inh: 10	EP2 modulator: -6
CC(C(=O)NC1=NCCS1)(C(F)(F)F)C(F)(F)F
  S1P4 agonist: -0.6	S1P4 antag: -8	NPY2 pot ag: -7	NPY-Y1 PAM-ag: -1	p97 inhibitor: 1	NPY-Y1 antag: 0	eIF4E 4G PPI: -3	PGE2 EP2 inh: 11	EP2 modulator: 3
O=C1OC2(c3ccccc3)C3CCCC2C13
  S1P4 agonist: -0.5	S1P4 antag: -12	NPY2 pot ag: 19	NPY-Y1 PAM-ag: -15	p97 inhibitor: 4	NPY-Y1 antag: 4	eIF4E 4G PPI: 2	PGE2 EP2 inh: 2&6	EP2 modulator: 15&1

# Other results follow:
Compound	S1P4 agonist	S1P4 antag	NPY2 pot ag	NPY-Y1 PAM-ag	p97 inhibitor	NPY-Y1 antag	eIF4E 4G PPI	PGE2 EP2 inh	EP2 modulator
Cc1ccc(C2=NN(C3=NN=C(N)Cc4ncnn43)C(O)(C(F)(F)F)C2)cc1 (configuration not stated)	0.7	8	3	16	1	-2	-2	6	8
O=C(Nc1ccc(F)cc1)OCCOc1ccc(Br)cc1	-2.5	2	-45	-56	4	.	0	9	-57
O=C(c1cncc(Br)c1)N1CCc2ccccc2C1	1.9	-27	0	-10	2	1	10	7	18
O=C(Nc1cccc(S(=O)(=O)N2CCCC2)c1)c1cc(-c2ccccn2)nc2ccccc12	1.1	8	-1	-12	7	11	-1	9	-37
Cc1nc(Br)c(Br)c(C)c1Br	0.3	2	-8	-1	7	.	-8	10	30
COc1ccc(NC(=O)c2ccc(-c3ccccc3C(F)(F)F)o2)cc1	1.6	3	-8	-17	-1	13	5[fluorescence artefact?]	18	-29
CCn1nc(C(=O)Nc2ccc(S(=O)(=O)Nc3ncccn3)cc2)c2ccccc2c1=O	0.2	-9	1	-2	1	6	2	8	16
O=C1c2ccccc2C(=O)N1CC1=CCS(=O)(=O)C1	0.9	2	-13	-2	-2	5	-1	13	8
Cc1c(NC(=O)c2cccc(NS(C)(=O)=O)c2)c(=O)n(-c2ccccc2)n1C	-0.5	-10	-4	9	1	.	1	12	8
COc1ccc(N(Cc2cc3cccc(C)c3[nH]c2=O)S(C)(=O)=O)cc1	1.4	-19	-5	13	0	0	9	7	11
CCc1c(C(=O)NNC(=S)NC2CCCCC2)csc1C	1.1	-3	4	7	1	1	-10	9	-24
O=C(Nc1nccs1)C1CCN(S(=O)(=O)c2cnc[nH]2)CC1	0.7	-12	7	-3	1	0	0	15	6
Cn1c2c(c(=O)n(C)c1=O)CN(CCc1ccccc1)CN2	1.0	-13	0	1	5	6	2	5	37
O=c1cc(-c2ccccc2)nc(SCCOc2ccccc2Cl)[nH]1	-1.6	-16	-21	6	-3	1	-2	2	34
OCC#CCSc1nnc(-c2ccccc2Br)o1	0.2	-8	12	8	4	1	2[fluorescence artefact?]	13	23
O=[N+]([O-])c1ccccc1CNC1CCCCCC1	-1.9	12	9	26	3	1	5	10	-12
CCOC(=O)C(=Nc1ccccc1)NO	0.1	-21	8	20	4	5	20	2	17
O=C(Oc1ccc(-c2cnc3ccccc3n2)cc1)c1ccc(Cl)c([N+](=O)[O-])c1	1.3	0	-30	-16	1	-2	-10	14	14
N/C(=N\OC(=O)CCC(=O)O)c1ncc(C(F)(F)F)cc1Cl	0.9	-25	4	10	3	-3	3	3	18
CCOc1ccc(S(=O)(=O)NCCSCc2ccco2)cc1	-1.4	-6	-2	-34	3	6	1	10	-29
COc1cccc(/C=N/NC(=O)c2nc(-c3ccccc3)cc(-c3ccccc3)n2)c1O	1.6	-20	-16	-16	3	8	-5	4	-35
O=C(Nc1ccc(OC(F)F)c(Cl)c1)C(c1ccccc1)c1ccccc1	-1.6	6	-7	-7	-4	4	2	5	20
Cc1ccc(NC2c3ncccc3C(=O)N2C2CCCCC2)cc1 (configuration not stated)	2.0	-12	-11	0	-2	5	1	6	-1
N/C(COc1cc(Cl)cc(Cl)c1)=N\O	-1.4	-8	-15	1	5	.	4	5	13
CC(C)(C)NCCCCOc1ccccc1F	0.0	15	-8	-12	6	0	3	8	2
CCN(CC)C(=O)CN1C(=O)c2cccc3cccc(c23)C1=O	3.3	0	-8	14	1	-4	0	13	-23
CC(=O)NCCOC(=O)Nc1sc(=S)n(C)c1C	1.7	0	-7	-3	-2	6	-3	13	23
Cc1ccc(S(=O)(=O)c2nc(-c3ccc(F)cc3)oc2SCC(=O)NCC2CCCO2)cc1 (configuration not stated)	4.7	-34	-6	-4	-1	-6	0	11	19
Cc1ccc(SCc2ccc(C(=O)Nc3ccccc3C(=O)NC(C)C)cc2)cc1	1.6	-17	-11	-5	0	2	-1	8	8
C=CCN1C(=O)C(O)=C(C(C)=O)C1c1ccccc1F (configuration not stated)	-1.3	-15	6	-4	-1	2	2	3	31
COc1ccc(N2CCC(CNC(=S)Nc3ccc(C)cc3C)C2)cc1 (configuration not stated)	0.1	4	-15	4	0	.	17	5	-10
COC(=O)c1ccc(S(=O)(=O)N2CCCCCC2)cc1	2.0	-9	8	22	2	7	-5	9	14
CC(C)CNC(=O)COC(=O)Cc1ccc(Cl)cc1	-1.1	-1	-8	3	0	0	1	2	7
CCC(C)c1ccc(NC(=S)Nc2ccc(OC)c(OC)c2)cc1 (configuration not stated)	1.0	-37	-9	-31	1	9	0	8	-51
Cc1ccc(Cl)c2c1NC(=O)C2(O)CC(=O)c1ccc(Br)cc1 (configuration not stated)	-2.1	-2	15	12	4	-5	14	15	-2
CCOC(=O)c1sc(NC(=O)CCC(=O)O)nc1C	-1.1	-3	12	14	4	-3	1	8	39
CC(C)(C)OC(=O)N1CCC[C@H]1c1nnc(SCc2ccc(Cl)cc2Cl)o1	0.8	4	2	-10	-5	1	-3	5	49
CO/C(N)=C(\C#N)N=Cc1ccccc1Cl	1.7	0	-3	-15	-4	7	2	4	-26
Cc1nc(-c2cccc(S(=O)(=O)N3CCCC(C)C3)c2)cs1 (configuration not stated)	4.8	3	-10	9	-6	7	12	14	-34
CC(C)n1c(CNC(=O)c2ccccc2)nc2ccccc21	-0.5	-22	1	2	4	3	3	9	-10
CCc1ccc(-c2csc3ncn(CC)c(=O)c23)cc1	1.3	-2	11	2	3	0	-3	8	31
CN(C)c1ccc(NC(=O)C2CCCN(S(=O)(=O)c3ccccc3)C2)cc1 (configuration not stated)	-0.7	-4	17	8	1	-2	16	5	-9
O=C1N/C(=N\N=C\c2cccs2)SC1Cc1ccc(Cl)cc1 (configuration not stated)	1.1	-25	6	2	5	-1	3	5	-5
Cc1cccc(Oc2nc(-c3cccc([N+](=O)[O-])c3)nc3ccccc23)c1C	1.1	-13	-9	15	0	0	3	5	35
Cc1nc(C(F)(F)F)c(C(=O)NC(=O)Nc2ccc(OC(F)(F)F)cc2)s1	2.1	-13	2	17	-3	-4	-3	7	-11
